Screens deposited in PubChem by National Center for Advancing Translational Sciences (NCATS).
TDP1 cell noCPT: qHTS for Inhibitors of human tyrosyl-DNA phosphodiesterase 1 (TDP1): qHTS in cells in absence of CPT; DT40 Tdp1-/- hTDP1 cells, no CPT, ATP luminescence, 48 h; hit rate 15% among 420,000; AID 686978, 2013; Potency, µM (highest dose often 46.2 µM), inactives show at the top dose activity change, negative = growth inhibition, most hits filed as inhibitors; also: nearly all actives have a fitted effect of over 55% in size
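Chicken DT40 Tdp1-/- cells stably complemented with human TDP1 were seeded at 400 cells/well with DMSO in place of 20 nM camptothecin. After compound pinning, cells grew at least 48 hr at 37 °C; viability read by CellTiter-Glo luminescence.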
TDP1 block: blocks human tyrosyl-DNA phosphodiesterase 1; Q9NUW8; recombinant TDP1, AlphaScreen DNA substrate cleavage; Potency, µM (top dose mostly 130 µM), without a hit: at the highest dose activity change, negative = inhibition, hits mostly inhibitors; hit rate 0.28% among 350,000; AID 485290; also: nearly all actives have a fitted effect of over 40% in size
Target sequence (Q9NUW8 whole entry, looked up): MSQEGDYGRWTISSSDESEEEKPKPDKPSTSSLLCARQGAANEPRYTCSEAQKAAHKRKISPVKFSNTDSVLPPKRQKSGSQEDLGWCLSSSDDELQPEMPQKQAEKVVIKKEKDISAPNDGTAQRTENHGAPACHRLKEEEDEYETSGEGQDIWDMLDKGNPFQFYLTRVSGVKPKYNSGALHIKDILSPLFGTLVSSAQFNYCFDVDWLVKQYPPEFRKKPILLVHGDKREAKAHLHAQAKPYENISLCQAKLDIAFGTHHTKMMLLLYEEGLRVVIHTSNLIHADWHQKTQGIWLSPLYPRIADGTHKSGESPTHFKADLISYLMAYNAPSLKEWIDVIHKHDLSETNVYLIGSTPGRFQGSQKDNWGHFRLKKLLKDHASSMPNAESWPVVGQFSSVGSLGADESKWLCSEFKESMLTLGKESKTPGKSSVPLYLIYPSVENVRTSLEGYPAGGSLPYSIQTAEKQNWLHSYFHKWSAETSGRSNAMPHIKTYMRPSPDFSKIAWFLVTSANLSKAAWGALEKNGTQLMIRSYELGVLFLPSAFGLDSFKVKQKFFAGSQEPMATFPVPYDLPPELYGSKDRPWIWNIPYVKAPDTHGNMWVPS
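Recombinant human Tdp1 (E. coli-expressed, 1 nM final) preincubated with compounds 15 min at room temperature, then 5'-biotin/3'-phosphotyrosine-FITC DNA substrate (15 nM final) added for 5 min. AlphaScreen beads (10 ug/ml final) added 10 min; cleavage lowers signal.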
N370S GC: inhibits or activates N370S mutant glucocerebrosidase; P04062; N370S GC spleen homogenate, 4MU-glucoside fluorescence; Potency, µM (top dose mostly 59.4 µM), for the others: at the top dose activity change, negative = inhibition, most hits filed as inhibitors; hit rate 0.092% among 330,000;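 also: 0% = full enzyme activity and -100% = no enzyme basal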
* hit, by the source's call; ? = inconclusive; . = not tested or not shown; & = joins results of further samples; [ ] = another dose, or the depositor's remark. Calls follow the shape of the dose curve; as a rule, active = well fitted curve in the direction sought with a large enough effect; inconclusive = small, poorly fitted or top-dose-only effect, or another doubt; inactive = no such curve, though single readings can be large; an effect the other way counts as inactive or inconclusive. Unless noted, % is scaled to controls: 0 for no effect and ±100 for the full control effect; potency is read from the fitted curve at half-maximal effect. A portion of the library; count on the stated rates, not on these rows.

SMILES	TDP1 cell noCPT	TDP1 block	N370S GC
CC(C)(C)C1=NN(c2ccc([N+](=O)[O-])cc2)C(c2ccccc2)C1 (configuration not stated)	?	0%	?
CCCCN(CC)C(=O)CSc1nc2c(sc3ccccc32)c(=O)n1CCc1ccccc1	5.2µM*	0%	.
COc1ccc(S(=O)(=O)Nc2ccc(NC(C)=O)cc2)cc1OC	-14%	7%	-5%
Cc1ccc(S(=O)(=O)CCC(=O)OCC(=O)NNC(=O)c2ccc([N+](=O)[O-])cc2)cc1	-21%	0%	.
CSc1cccc(NC(=O)CCc2ccccc2)c1	-15%	8%	-5%
COC(=O)c1ccc(C(NC(=O)OCc2ccccc2)/C(=C/[C@@H](C)C(=O)NCc2ccc(-c3ccccc3)cc2)c2cccnc2)cc1 (some centres not stated)	.	12%	1%
CCOc1ccc(NC(=S)N2c3ccccc3CC2C)cc1 (configuration not stated)	-10%	0%	17%
Cc1ccc(OCc2nnc(SCC(=O)c3cccs3)n2-c2ccccc2)cc1C	?	0%	9%
Cc1ncc2c(c1OC(=O)c1ccccc1)COC(C)(C)OC2	-23%	-7%	0%
CCN(CC(=O)NCc1cccs1)C(=O)COc1ccc(C(C)=O)cc1	10%	0%	.
O=C(O)c1ccccc1-n1c(-c2ccccc2)cc2c1CCCC2=O	-6%	8%	3%
CC(NCC1(N2CCOCC2)CCCCC1)C(=O)Nc1ccc(Cl)cc1Cl (configuration not stated)	11%	-5%	-6%
CCCC(C)C(=O)NCc1ccc2c(c1)OCO2 (configuration not stated)	3%	0%	3%
Cc1ccc(C2(C)NC(=O)N(CC(=O)Nc3c(C)n(C)n(-c4ccccc4)c3=O)C2=O)cc1 (configuration not stated)	-9%	3%	-5%
O=C(Cc1coc2ccc3ccccc3c12)NC1CCCc2ccccc21 (configuration not stated)	?	5%	8%
CN(C)CCCN(C(=O)c1ccc(S(=O)(=O)N2CCc3ccccc32)cc1)c1nc2ccc(F)cc2s1	?	10%	-25%
CCN1CCN(C(C(=O)NC2CCCCC2)c2ccc(Cl)cc2)CC1 (configuration not stated)	-29%	-5%	17%
CCS(=O)(=O)c1cc([N+](=O)[O-])c(Sc2ccccc2NC(C)=O)s1	5.2µM*	9%	8%
Cc1ccc(NC(=O)CN(C)C(=O)CCC(=O)N2CCOCC2)cc1	-1%	.	-3%
CSCCC(NS(=O)(=O)c1ccccc1F)C(=O)OCc1ccccc1Cl (configuration not stated)	-30%	2%	10%
COc1cc(/C=N/Nc2cccc(C)c2)cc(Br)c1O	4%	3%	-6%
CCN(CC)CCNC1=CC(=O)OC12CCCCC2	-17%	5%	-11%
N#Cc1c(-n2ncnc2-c2cccc(Cl)c2)sc2c1CCCCC2	-11%	0%[12.3 µM]	.
O=C(CN1C(=O)NC2(CCCCCC2)C1=O)NC1CCCCCCC1	-12%	5%	-1%
N#Cc1ccccc1NC(=O)COC(=O)c1ccc(S(=O)(=O)N2CCCC2)cc1	-5%	2%	0%
(cont.)
SMILES	TDP1 cell noCPT	TDP1 block	N370S GC
O=C(CN1CCN(c2ccccc2F)CC1)N1N=CCC1c1ccccc1 (configuration not stated)	-28%	-5%	-5%
O=C(CO/N=C/c1ccc(OC(F)F)cc1)N1CCc2ccccc21	?	4%	16%
Cc1nn(-c2ccccc2)c(C)c1/C=N/NC(=O)CSc1nc2ccccc2c(=O)n1-c1ccc(Br)cc1	?	0%	8%
Cc1cc(C)cc(C(=O)Nc2cccc(NC(=O)c3ccco3)c2)c1	?	1%	-15%
CCOC(=O)N1CCN(Cc2nc(-c3ccc(C)cc3)no2)CC1	-25%	-5%	2%
COc1ccc(CCNC(=O)CCN2C(=O)c3ccccc3C2=O)cc1OC	.	-2%	5%
O=C1NCC(COc2ccc(Cl)cc2)O1 (configuration not stated)	-6%	4%	-2%
CSCCC(NC(=O)C1CCCC1)c1nnc2ccccn12 (configuration not stated)	-2%	4%	1%
CCOCCCNC(=O)CN1CCN(c2ccc(F)cc2)CC1	1%	-2%	1%
CCC(=O)N1CCc2cc(CNC(=O)c3ccc(F)cc3)ccc21	-24%	3%	.
CCOc1ccc2nc(SCC(=O)N3c4ccccc4Sc4ccccc43)sc2c1	-6%	3%	21%
Cc1ccc(Nc2nc(NCc3ccco3)nc3nccnc23)cc1	-17%	-10%	.
Cc1nc2cc(Cl)ccc2c(=O)n1Cc1ccncc1	-1%	.	-3%
C=CCn1c(SCC(=O)Nc2cc3oc4ccccc4c3cc2OC)nnc1-c1cnccn1	?	6%	1%
COc1ccc(Cl)cc1NC(=O)CN1CCN(S(=O)(=O)N2CCC(C)CC2)CC1	?	4%	4%
COc1ccc(N2C(=O)C3CC=C(Cl)CC3C2=O)cc1 (configuration not stated)	-1%	7%	-4%
CCOC(=O)c1cc(NCc2cccs2)ccc1N1CCOCC1	-11%	0%	-3%
CCn1nc(C)c(C(=O)Nc2cc(Oc3cc(C)cc(C)c3)cc([N+](=O)[O-])c2)c1C	21µM*	4%	8%
CS(=O)(=O)N1N=C(c2cccs2)CC1c1ccc(Cl)o1 (configuration not stated)	?	3%	8%
CCn1cc([N+](=O)[O-])c(C(=O)N2CCOCC2)n1	-12%	2%	27%
CCOc1ccc(-c2nnc(SCC(=O)NC(C)CC)nc2-c2ccc(OCC)c(OC)c2)cc1OC (configuration not stated)	?	6%	.
CCOC(=O)c1ccc(S(=O)(=O)N2CCC(C(=O)OCC)CC2)cc1	-19%	4%	3%
Cc1cc(C)c(C#N)c(N2CCOCC2)n1	-25%	0%	7%
O=S(=O)(c1ccc(S(=O)(=O)N2CCN(Cc3ccccc3)CC2)cc1)N1CCOCC1	.	-2%	4%
COc1ccccc1-c1ccc(=O)n(CC(=O)NCc2ccco2)n1	1%	7%	?

One compound at a time (already shown). Values in the order: TDP1 cell noCPT | TDP1 block | N370S GC
`O=C(CO/N=C/c1ccc(OC(F)F)cc1)N1CCc2ccccc21` in the list: ? | 4% | 16%
`CCOCCCNC(=O)CN1CCN(c2ccc(F)cc2)CC1` in the list: 1% | -2% | 1%
`CS(=O)(=O)N1N=C(c2cccs2)CC1c1ccc(Cl)o1` (configuration not stated) in the list: ? | 3% | 8%
`O=S(=O)(c1ccc(S(=O)(=O)N2CCN(Cc3ccccc3)CC2)cc1)N1CCOCC1` in the list: . | -2% | 4%

(list continues)
SMILES	TDP1 cell noCPT	TDP1 block	N370S GC
Cn1c(=O)n(C)c2cc(NS(=O)(=O)c3ccc(C(C)(C)C)cc3)c(NCc3ccccc3)cc21	23µM*	4%[12.3 µM]	.
O=S(=O)(c1cccs1)N1CCCc2cccc(O)c21	?	4%	21%
CCN(CC)C(=O)c1cc(-c2ccccc2OC)on1	-11%	1%	-11%
Cc1ccccc1NC(=O)CN1C(=O)S/C(=C\c2ccc(-c3cccc(C(=O)O)c3C)o2)C1=O	0%	5%	12%
CCc1ccc(N(C(=O)c2csnn2)C(C(=O)NC2CCCCC2)c2ccncc2)cc1 (configuration not stated)	-13%	.	6%
CCN(CC)C(=O)Cn1cnc2sc(C(=O)NCCCN3CCOCC3)c(C)c2c1=O	-8%	.	1%
CC1(C)CC(=O)C(C=NCCN2CCN(C(=S)Nc3ccccc3)CC2)=C(O)C1	-4%	-1%	.
NC(=O)[C@@H]1CCCCNc2c(F)cc([N+](=O)[O-])cc2C(=O)N[C@@H](CC(=O)O)C(=O)NCC(=O)N1	-7%	5%	-4%
CCN(CC)C(=O)C1=C(C)NC(=S)NC1c1cn(-c2ccccc2)nc1-c1ccc(Cl)cc1 (configuration not stated)	?	10%	-8%
Cn1c(=O)c2c(nc(Br)n2Cc2ccc3ccccc3c2)n(C)c1=O	?	4%	-2%
O=C(CN1CCN(C(=O)C2CC2)CC1)Nc1cc(C(F)(F)F)cc(C(F)(F)F)c1	?	0%	.
Cn1c(=O)[nH]c(=O)c2c1nc(SCCCO)n2CCCc1ccccc1	-1%	.	0%
Cc1cccc(N2C(=O)N3[C@H](c4ccc(Br)cc4)[C@@H]4C(=O)N(C(C)(C)C)C(=O)[C@@H]4[C@]3(C)C2=O)c1	?	.	?
CCn1c2ccccc2c2cc(NC(=O)c3ccc(Br)o3)ccc21	?	-2%	-7%
COc1ccc(C2C3C=CCC(c4cccc(-c5ccc(C)cc5)c4)C3C(=O)N2Cc2ccccc2)cc1Cl (configuration not stated)	13µM*	3%&-1%	0%&-16%
Cc1cc(C)c(OCC(O)CNC(C)(C)C)c(C)c1 (configuration not stated)	-2%	1%	-10%
CC1CC(C)CN(C(=O)CSC2=Nc3ccccc3C3=NC(Cc4c[nH]c5ccccc45)C(=O)N23)C1 (configuration not stated)	16µM*	7%	-2%
COc1ccc(C(=O)NCCc2sc(-c3ccc(Cl)cc3)nc2C)c(OC)c1	?	5%	.
CCOC(=O)c1ccc(S(=O)(=O)n2c(CN3CCCCC3)nc3ccccc32)cc1	?	6%	1%
CC(=O)N(NC(N)=O)C(C)CC(=O)C1C(C)C=CCC1(C)C (configuration not stated)	-1%	1%	-2%
N#Cc1ccc(CN2CCC3(CC2)CCN(C(=O)c2ccco2)CC3)cc1	?	.	2%
O=C(CN1CCOCC1)Nc1c(C(=O)C2CC2)oc2ccccc12	?	3%	9%
O=C(Nc1ccc([N+](=O)[O-])cc1)c1nc[nH]c1C(=O)NC1CCCCC1	?	3%	-12%
O=c1cc(N2CCOCC2)oc2c(-c3ccccc3)cccc12	7.3µM*	10%[56.1 µM]	16%&13%&23%&19%
CCN(CC)CCOC(=O)c1c(C)n(C)c2ccc(OC)cc12	-5%	4%	-1%
The list continues:
SMILES	TDP1 cell noCPT	TDP1 block	N370S GC
CC(C)CCNCC1OCc2ccccc2CO1	-28%	-3%	-12%
CCOc1ccccc1-c1cc(C(=O)N2CCOCC2)c2ccccc2n1	4%	1%	27%
COc1cc(NC(=O)c2c(F)cccc2F)c(Cl)cc1Cl	-5%	-1%	-4%
C=C(C)c1cccc(C(C)(C)NC(=O)Nc2ccc(C(N)=O)cc2)c1	?	-3%	-2%
CCOC(=O)c1ccc(Nc2cc(C)nc(-c3ccccc3)n2)cc1	5.2µM*	.	1.4µM*
CC1CN(S(=O)(=O)c2ccccc2)CN1C(=O)N1CCOCC1 (configuration not stated)	6%	8%	-4%
COc1ccc(CC(=O)Nc2ccccc2Oc2ccccc2)cc1	.	-3%	2%
Cc1ccccc1C(=O)c1cccn1CC(=O)NCc1ccc(F)cc1	3%	2%	-2%
COc1ccc(-n2nnnc2SCC(=O)NC2CCCC2)cc1OC	-13%	.	0%
CCOc1ccccc1NC(=S)N1CCN(c2ccc(OC)cc2)CC1	-20%	8%	-1%
CCCc1nc2c(C)ccc(C)c2c(N)c1CC	?	-2%	-1%
O=C(CSc1nnc(-c2cnccn2)n1Cc1ccco1)c1ccc(Cl)cc1	?	5%	2%
CCc1ccccc1NC(=O)c1cc(S(=O)(=O)N2CCCc3ccccc32)ccc1F	18µM*	0%	.
CCc1c(C)sc(NC(=O)CN2CCN(C(=O)c3ccco3)CC2)c1C(=O)OC	?	9%	2%
COc1cc(C(=O)NNC(=O)/C=C/c2ccco2)cc(OC)c1OC	-10%	-9%	.
CCOC(=O)C1(Cc2ccccc2C(F)(F)F)CCN(C2CCC2)CC1	-30%	4%	-28%
COC(=O)[C@]1(Cc2ccccc2)N[C@H](CN(C)C(=O)Nc2ccccc2)[C@@H]2C(=O)N(Cc3ccccc3)C(=O)[C@@H]21	?	0%	.
O=[N+]([O-])c1ccc(N(CCO)Cc2ccccc2)c([N+](=O)[O-])c1	-59%	.	-9%
Cc1cc(OCC(=O)Nc2ccc(CCO)cc2)c2c(C)c(C)c(=O)oc2c1	?	0%	-2%
COc1ccc(NC(=O)c2ccccc2-c2ccccc2C(=O)O)cc1	2%	.	1%
N#Cc1ccccc1Cn1c(=O)n(Cc2ccc(C(=O)NCc3ccco3)cc2)c(=O)c2ccccc21	-18%	4%[56.1 µM]	5%
CCOC(=O)c1nc(C)nc(Sc2n[nH]c(-c3ccc(C(C)(C)C)cc3)n2)c1C	18µM*	1%	21%
O=C(O)c1ccc(S(=O)(=O)N2CCSCC2)cc1	1%	.	-16%
c1ccc(-n2nnnc2Cc2nnnn2-c2ccccc2)cc1	-29%	2%	-2%
CCc1cccc(N(C(=O)c2csnn2)C(C(=O)NC2CCCCC2)c2ccncc2)c1 (configuration not stated)	-12%	2%[0.0935 µM]	-5%
Nc1nc(Nc2cccc(C(F)(F)F)c2)nc(C(F)(F)F)n1	?	2%	-5%

Molecules from the list above that have a CF3 group (3):
SMILES	TDP1 cell noCPT	TDP1 block	N370S GC
O=C(CN1CCN(C(=O)C2CC2)CC1)Nc1cc(C(F)(F)F)cc(C(F)(F)F)c1	?	0%	.
CCOC(=O)C1(Cc2ccccc2C(F)(F)F)CCN(C2CCC2)CC1	-30%	4%	-28%
Nc1nc(Nc2cccc(C(F)(F)F)c2)nc(C(F)(F)F)n1	?	2%	-5%
